Screening data as filed in PubChem BioAssay.
dFosB act – mouse delta FosB homodimer activation; P13346; purified delta FosB, TAMRA-CDK5 oligo fluorescence polarization; percent of positive-control signal above neutral wells; activation, % at 25 µM; 0.99% of 340,000 active;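 active = mean activation above about 17%, with every replicate also reaching it, limit read from the data, passing the limit was not always enough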;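 note: fluorescence polarization rise as delta FosB binds a TAMRA Cdk5 AP-1 oligo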
Target sequence (P13346 whole entry, looked up): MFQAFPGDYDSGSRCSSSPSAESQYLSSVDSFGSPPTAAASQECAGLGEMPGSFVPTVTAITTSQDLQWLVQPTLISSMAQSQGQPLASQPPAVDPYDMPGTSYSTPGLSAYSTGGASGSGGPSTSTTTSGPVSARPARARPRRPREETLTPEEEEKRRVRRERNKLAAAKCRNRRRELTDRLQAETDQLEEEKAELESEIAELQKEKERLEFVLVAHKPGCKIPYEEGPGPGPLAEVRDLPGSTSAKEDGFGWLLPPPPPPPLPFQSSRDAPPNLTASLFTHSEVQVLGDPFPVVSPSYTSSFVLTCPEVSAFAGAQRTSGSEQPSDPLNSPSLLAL
CAL PDZ FP-1 – inhibitors of human CAL PDZ peptide binding | AID 602252 | purified CAL PDZ, TMR-peptide fluorescence polarization, 1 h | inhibition, % at 24.9 µM | 0.92% of 300,000 active;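 active = mean inhibition of at least 30% with at least half of replicates also reaching 30%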;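 note: 0% = DMSO neutral control and 100% = excess unlabeled competitor peptide PRC23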
Rtt109 Vps75 – C. albicans Rtt109 histone acetyltransferase inhibition. Q5AAJ8. purified Rtt109/Vps75, ThioGlo CoA-SH fluorescence, 4 h. inhibition, % at 34.9 µM. 0.16% of 330,000 active. AID 540336;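 active = inhibition of at least 50% in every replicate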
Target sequence (Q5AAJ8 whole entry, looked up): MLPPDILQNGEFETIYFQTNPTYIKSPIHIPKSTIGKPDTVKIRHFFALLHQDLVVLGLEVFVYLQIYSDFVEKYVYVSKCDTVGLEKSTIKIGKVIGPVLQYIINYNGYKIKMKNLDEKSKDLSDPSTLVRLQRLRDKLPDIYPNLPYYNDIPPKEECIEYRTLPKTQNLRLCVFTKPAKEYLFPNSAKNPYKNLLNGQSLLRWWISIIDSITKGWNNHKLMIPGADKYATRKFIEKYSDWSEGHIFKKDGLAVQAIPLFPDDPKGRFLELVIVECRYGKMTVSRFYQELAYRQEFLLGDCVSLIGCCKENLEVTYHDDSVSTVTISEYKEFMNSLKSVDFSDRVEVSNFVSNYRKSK
CAL PDZ FP-2 – human CAL PDZ-peptide interaction inhibition. purified CAL PDZ, TMR-peptide fluorescence polarization, 1 h. inhibition, % at 20 µM. 0.02% of 330,000 active. AID 504414;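 active = highest replicate inhibition of at least 40%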;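 note: plate controls were DMSO neutral control wells for no effect and unlabeled competitor peptide control wells for full effect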
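Read-out basis: mP drop reported as inhibition | Assay system: Tagged CAL PDZ protein CerCALP, purified | Benchmarks: Unlabelled peptide for full inhibition, DMSO wells as neutral | Schedule: 1 h incubation at room temperature before polarization reading | Buffer or medium: Sodium phosphate/NaCl buffer pH 7.4 with TCEP, IgG, Thesit | Doses: Single point, 20 µM | Measured by: Fluorescence polarization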
SR-BI DiI-HDL act – enhances SR-BI lipid uptake from DiI-HDL; CHO ldlA[mSR-BI] cells, DiI-HDL uptake fluorescence, 3 h; 100 = double the neutral-control signal; activation, % at 12.5 µM; 0.096% of 320,000 active;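 active = mean replicate activation of at least 60% and every replicate at or above 60%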;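 note: 0% = median plate neutral-control signal and 100% = twice that signal; values of inactives mirror those of a sister screen read the other way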
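Test system: SR-BI-overexpressing, LDLR-lacking CHO cells; Medium: Ham's F12 with 0.5% BSA, HEPES 25 mM, pH 7.4; Schedule: 3 h, 37 °C; Technique: bottom-read fluorescence, 550/595 nm.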
SR-BI HDL uptake – inhibitors of mouse SR-BI mediated HDL lipid uptake. Q61009. ldlA[mSR-BI] CHO cells, DiI-HDL uptake fluorescence, 3 h. inhibition, % at 12.5 µM. 0.96% of 320,000 active. AID 488896;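 active = mean replicate inhibition of at least 70% and a set share of replicates each scoring 70 or more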;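 note: 0% = median of neutral control wells and 100% = median of positive control wells; values of inactives mirror those of a sister screen read the other way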
PfHsp90 yeast 2 – inhibits growth of yeast expressing Plasmodium falciparum Hsp90; inhibition, % at 9.4 µM; 0.32% of 310,000 active; S. cerevisiae expressing PfHsp90, BacTiter-Glo ATP, 48 h; yeast lacking PDR1 and PDR3 efflux regulators;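 active = every replicate shows inhibition above about 80%, whatever the replicate mean, limit read from the data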;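 note: 0% = DMSO neutral controls and 100% = 20 µM radicicol positive controls; yeast relying on Plasmodium falciparum Hsp90 in place of its own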
PvdQ acylase – blocks Pseudomonas aeruginosa PvdQ acylase activity; purified PvdQ acylase, fluorescence plate reader; inhibition, % at 10 µM; 0.063% of 340,000 active; AID 488965; in the data active = inhibition above about 30%, passing the limit was not always enough;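 note: 0% = vehicle neutral wells and 100% = reference inhibitor wells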
MITF TRPM1 HTS – MITF TRPM1 promoter activation in melanoma cells. SK-MEL-5 TRPM1-promoter luciferase, 24 h; % of positive control, neutral wells = 0. activation, % at 12.5 µM. 0.75% of 300,000 active. AID 588334;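 active = mean activation of at least 80% with every replicate also reaching 80%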;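 note: 0% = neutral control wells and 100% = parthenolide positive control wells; values of inactives mirror those of a sister screen read the other way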
NSD2 inh – inhibitors of human histone methyltransferase NSD2. inhibition, % at 12.5 µM. 0.54% of 310,000 active. AID 743445. NSD2 peptide methylation, AlphaScreen, 120 min; in the data active = inhibition above about 50%
* = called active by the depositor; . = not tested or not shown.

#	dFosB act	CAL PDZ FP-1	Rtt109 Vps75	CAL PDZ FP-2	SR-BI DiI-HDL act	SR-BI HDL uptake	PfHsp90 yeast 2	PvdQ acylase	MITF TRPM1 HTS	NSD2 inh	SMILES
1	2	-2	17	-1.3	.	.	-7	5	-4	-1	CCOC(=O)Cc1nnc(NC(=O)CSc2nc3ccccc3[nH]2)s1
2	4	1	-6	-1.0	14	-14	5	-9	-2	-1	O=C(N1CCCC1)C12CC3CC(CC(Cl)(C3)C1)C2
3	-5	-1	-3	0.1	6	-6	-7	-9	2	1	COCCN(CCOC)S(=O)(=O)c1ccc(C(=O)NCCCN2CCOCC2)cc1
4	6	-4	3	-3.3	-4	4	.	-10	-4	4	CN1CCN(CCCNC(=O)Nc2cccc3ccccc23)CC1
5	-14	.	1	-0.8	-26	26	-20	-1	-13	1	CC(C)(C)N(Cc1ccccc1)C(=O)COC(=O)C1CC(=O)N(Cc2ccccc2)C1 (configuration not stated)
6	-23	4	-4	1.3	11	-11	-9	-7	-19	11	Cc1ccc(SC2=C(Sc3ccc(C)cc3)C(=O)c3ccccc3C2=O)cc1
7	-1	.	0	0.0	13	-13	-20	-7	-2	3	Cc1c(NC(=O)Nc2ccc(C(C)C)cc2)c(=O)n(-c2ccccc2)n1C
8	-6	-5	-15	-1.1	-48	48	-8	-13	15	.	Cc1ccc(C(=O)Nc2cccc(C(F)(F)F)c2)cc1NC(=O)c1ccno1

Exported screen by screen: 3 of the compounds above.
(5) CC(C)(C)N(Cc1ccccc1)C(=O)COC(=O)C1CC(=O)N(Cc2ccccc2)C1 (configuration not stated)
(6) Cc1ccc(SC2=C(Sc3ccc(C)cc3)C(=O)c3ccccc3C2=O)cc1
(7) Cc1c(NC(=O)Nc2ccc(C(C)C)cc2)c(=O)n(-c2ccccc2)n1C

Compound	5	6	7
dFosB act	-14	-23	-1
CAL PDZ FP-1	.	4	.
Rtt109 Vps75	1	-4	0
CAL PDZ FP-2	-0.8	1.3	0.0
SR-BI DiI-HDL act	-26	11	13
SR-BI HDL uptake	26	-11	-13
PfHsp90 yeast 2	-20	-9	-20
PvdQ acylase	-1	-7	-7
MITF TRPM1 HTS	-13	-19	-2
NSD2 inh	1	11	3

Continuation:
#	dFosB act	CAL PDZ FP-1	Rtt109 Vps75	CAL PDZ FP-2	SR-BI DiI-HDL act	SR-BI HDL uptake	PfHsp90 yeast 2	PvdQ acylase	MITF TRPM1 HTS	NSD2 inh	SMILES
9	4	-3	-2	-1.3	.	.	-11	-11	34	23	COc1cccc(NC(=O)Nc2nnc(N3C(C)CCCC3C)s2)c1 (configuration not stated)
10	12	-9	7	-2.1	-17	17	-39	-3	113*	-1	COc1cccc(/C=N/Nc2c(Cl)cncc2Cl)c1O
11	0	3	0	0.5	.	.	9	6	9	8	Cc1ccc(C2Nc3cccc4cccc(c34)N2)s1
12	0	1	1	0.2	-1	1	10	4	-15	-1	Cc1cccc(NC(=O)NNC(=O)CCc2ccccc2)c1
13	8	0	-10	-0.2	-5	5	-1	-9	.	.	COc1ccc(-n2c(SCC(=O)Nc3nccs3)nc3c(c2=O)SC(C)C3)cc1 (configuration not stated)
14	-2	1	6	0.4	4	-4	8	-15	-15	-1	CC(C)CC1CCCCC1OC(=O)C[N+]1(C)CCCCC1 (configuration not stated)
15	2	-2	1	0.1	14	-14	-3	-10	-3	3	N#Cc1ccc(CN2CCN(c3ccc(S(=O)(=O)N4CCCC4)cn3)CC2)cc1
16	-6	-3	-7	-0.9	-3	3	10	-11	5	0	Nc1nc(NCCc2ccccc2)nc(NCCO)c1[N+](=O)[O-]

Grouped by structure, those above containing a halogen
#	dFosB act	CAL PDZ FP-1	Rtt109 Vps75	CAL PDZ FP-2	SR-BI DiI-HDL act	SR-BI HDL uptake	PfHsp90 yeast 2	PvdQ acylase	MITF TRPM1 HTS	NSD2 inh	SMILES
2	4	1	-6	-1.0	14	-14	5	-9	-2	-1	O=C(N1CCCC1)C12CC3CC(CC(Cl)(C3)C1)C2
8	-6	-5	-15	-1.1	-48	48	-8	-13	15	.	Cc1ccc(C(=O)Nc2cccc(C(F)(F)F)c2)cc1NC(=O)c1ccno1
10	12	-9	7	-2.1	-17	17	-39	-3	113*	-1	COc1cccc(/C=N/Nc2c(Cl)cncc2Cl)c1O

Later entries:
#	dFosB act	CAL PDZ FP-1	Rtt109 Vps75	CAL PDZ FP-2	SR-BI DiI-HDL act	SR-BI HDL uptake	PfHsp90 yeast 2	PvdQ acylase	MITF TRPM1 HTS	NSD2 inh	SMILES
17	-2	-3	-3	-0.5	3	-3	-7	-13	-20	-2	CC1(C)CC2CC(C)(CN2S(=O)(=O)c2ccc(C(=O)Nc3cc(S(=O)(=O)N4CCOCC4)ccc3Cl)cc2)C1 (configuration not stated)
18	0	0	-1	-1.7	16	-16	10	-3	-9	-3	CCn1c(=O)c(C(=O)CN2CCOCC2)c(N)n(Cc2ccccc2)c1=O
19	-5	.	-6	-1.1	18	-18	.	-12	.	-1	CCCc1c(O)nc(SCc2ccccc2)[nH]c1=O
20	0	2	-7	-0.4	3	-3	20	-15	-6	-7	Cc1c(Br)c([N+](=O)[O-])nn1CC(=O)N1CCc2ccccc21
21	-6	-1	-3	-1.2	-1	1	-7	-14	-4	-1	CC(NC(=O)COC(=O)Cc1ccc(-c2ccccc2)cc1)c1ccccc1 (configuration not stated)
22	-1	-2	.	-2.0	5	-5	-20	1	2	0	Cc1nc(SCC(=O)Nc2cc(C)on2)c2c(C)c(C)sc2n1
23	-15	-1	-6	1.1	10	-10	8	-1	-13	.	CCCCC1=CC2=C(c3ccco3)C(=O)C(C)(OC(=O)c3ccc(OC)cc3)C(=O)C2=CN1c1ccc(OC)cc1 (configuration not stated)
24	-9	0	20	-2.7	-18	18	-8	-9	6	0	CC(C)CNC(=O)c1ccccc1SCC(=O)NC12CC3CC(CC(C3)C1)C2
25	-18	-1	4	-1.3	-5	5	3	-11	1	0	COCCNC(=O)/C(C#N)=C/c1c(N2CCN(c3cccc(Cl)c3)CC2)nc2c(C)cccn2c1=O
26	-7	.	-11	-1.5	4	-4	10	-2	0	49	Cc1cccc(N(CC(=O)NCCSCc2ccccc2)S(C)(=O)=O)c1
27	-13	.	-8	-1.1	3	-3	19	-12	.	7	CN(c1cccc(NC(=O)COc2ccc(Cl)cc2Cl)c1)S(C)(=O)=O
28	-8	-3	-2	-0.1	4	-4	-21	-17	-7	-4	COc1cc(CN2CCN(CCCc3ccccc3)C(CCO)C2)cc(OC)c1O (configuration not stated)
29	-4	2	-6	-2.3	.	.	-14	-5	-18	.	Cc1cccc(NC(=O)CSc2cc(C)c(C#N)c3nc4ccccc4n23)c1
30	5	-3	-4	-1.9	-11	11	-6	-4	9	2	Cc1nnc(NC(=O)c2ccc(-c3ccc([N+](=O)[O-])cc3)o2)s1
31	4	1	-1	-0.6	11	-11	-45	-15	1	-3	COC(=O)CSc1nn(-c2ccc(F)cc2)c(=S)s1
32	7	.	16	0.2	-10	10	-7	-2	.	1	CNNC(=S)NC1CC2CC1C1C=CCC21 (configuration not stated)
33	-3	3	4	-3.2	-6	6	0	-11	-3	-7	COC(=O)c1c(Sc2ccccc2)c2ccccc2n1C
34	9	-1	-3	-1.6	-6	6	6	-7	63	-4	COc1cccc2cc(C(=O)OCC(=O)N3CC(C)OC(C)C3)c(=O)oc12 (configuration not stated)
35	-3	4	2	-0.6	29	-29	-18	-11	8	.	CCS(=O)(=O)c1ccc2oc(SCC(=O)c3ccco3)nc2c1
36	4	-1	-2	0.9	-15	15	2	-8	-10	-8	Cc1nc2ccc(-c3nc4ccc(N)cc4[nH]3)cc2[nH]1
37	-11	-5	4	0.6	12	-12	21	-12	-2	0	NNC(=O)C(Cc1ccccc1)NC(=O)OCc1ccccc1 (configuration not stated)
38	-4	-2	.	-1.5	23	-23	-1	-8	0	4	Cc1ccccc1C(=O)OCCN(C)Cc1ccccc1
39	9	1	2	-0.3	-15	15	1	-5	8	.	CC[C@@]1(C(=O)OC)N[C@H](CN(C)C(=O)COc2ccccc2)[C@@H]2C(=O)N(C)C(=O)[C@@H]21
40	-6	0	-221	-0.7	.	.	-14	-17	-8	.	C=CCn1c(=N)c(C#N)cc2c(=O)n3ccccc3nc21

A different layout for part of the listing above.
entry | molecule | dFosB act | CAL PDZ FP-1 | Rtt109 Vps75 | CAL PDZ FP-2 | SR-BI DiI-HDL act | SR-BI HDL uptake | PfHsp90 yeast 2 | PvdQ acylase | MITF TRPM1 HTS | NSD2 inh
39 | CC[C@@]1(C(=O)OC)N[C@H](CN(C)C(=O)COc2ccccc2)[C@@H]2C(=O)N(C)C(=O)[C@@H]21 | 9 | 1 | 2 | -0.3 | -15 | 15 | 1 | -5 | 8 | .
38 | Cc1ccccc1C(=O)OCCN(C)Cc1ccccc1 | -4 | -2 | . | -1.5 | 23 | -23 | -1 | -8 | 0 | 4
33 | COC(=O)c1c(Sc2ccccc2)c2ccccc2n1C | -3 | 3 | 4 | -3.2 | -6 | 6 | 0 | -11 | -3 | -7
37 | NNC(=O)C(Cc1ccccc1)NC(=O)OCc1ccccc1 (configuration not stated) | -11 | -5 | 4 | 0.6 | 12 | -12 | 21 | -12 | -2 | 0
35 | CCS(=O)(=O)c1ccc2oc(SCC(=O)c3ccco3)nc2c1 | -3 | 4 | 2 | -0.6 | 29 | -29 | -18 | -11 | 8 | .
34 | COc1cccc2cc(C(=O)OCC(=O)N3CC(C)OC(C)C3)c(=O)oc12 (configuration not stated) | 9 | -1 | -3 | -1.6 | -6 | 6 | 6 | -7 | 63 | -4

(list continues)
#	dFosB act	CAL PDZ FP-1	Rtt109 Vps75	CAL PDZ FP-2	SR-BI DiI-HDL act	SR-BI HDL uptake	PfHsp90 yeast 2	PvdQ acylase	MITF TRPM1 HTS	NSD2 inh	SMILES
41	12	.	-8	-1.5	-43	43	.	-23	20	-3	CCCn1nc(NC(=O)c2ccccn2)c2cc3cc(C)ccc3nc21
42	-12	.	-14	-1.2	-1	1	7	-5	.	-2	Cc1cccc2cc(CNCc3ccccc3)c(Cl)nc12
43	-1	-4	-11	-2.4	-24	24	15	-12	9	1	Cc1cccc(OCC(=O)Nc2ccc(N3CCN(C(=O)c4ccco4)CC3)cc2)c1C
44	-14	-2	3	-0.2	-34	34	-49	-13	-14	-1	COc1cccc2c1O/C(=N\O)C(C(=O)Nc1ccc(C)cc1)C2 (configuration not stated)
45	-5	0	6	-1.8	9	-9	.	-3	18	.	O=C1CCN(CCc2ccccc2)CCN1[C@H](CSc1ccccc1)Cc1ccccc1
46	-4	1	-7	-2.9	11	-11	11	-17	74	-2	O=Cc1ccc(OCc2ccccn2)cc1
47	-3	-1	-12	0.7	1	-1	10	-5	-2	-1	CN1CCN(S(=O)(=O)c2ccc(NCc3ccc4c(c3)OCO4)nc2)CC1
48	-7	-3	-16	-0.2	-28	28	-6	-8	-11	.	Cc1ccc(OCC(O)CN2CCN(CC(O)COc3ccc(C)cc3Cl)CC2)c(Cl)c1 (configuration not stated)
